# H1N1 NS1A inhibition – NS1A inhibition, H1N1 influenza, cell based functional assay (AID 504329). NS1A functional cell-based assay, percent inhibition; higher % means a stronger effect. one-dose inhibition, % at 12.5 µM; IC50 in µM for titrated hits. hit rate 0.3% among 340,000; in the data active = a potency from the dose series; inconclusive = inhibition above about 27% without an active follow-up result; also: strong numbers were not always called active
# M. tuberculosis HTS – M. tuberculosis growth inhibition, HTS (AID 449762). M. tuberculosis H37Rv growth inhibition, 7H9 media; higher % means a stronger effect. hit rate 0.59% among 330,000. one-dose inhibition, % at 25 µM; IC50 in µM for titrated hits; in the data active = a potency from the dose series; inconclusive = inhibition above about 70% without an active follow-up result;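 also: bacterial growth assessed after seven days of incubation; strong numbers were not always called active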
# M. tuberculosis – growth inhibition of non-replicating M. tuberculosis (AID 488890); Mycobacterium tuberculosis non-replicating, growth inhibition; higher % means a stronger effect; inhibition, % at 25 µM, or IC50 in µM where a hit was titrated; hit rate 0.39% among 320,000; in the data active = a potency from the dose series; inconclusive = inhibition mostly from about 82% at the one dose, without a potency; inactive = the rest, 99 in 100 with inhibition below about 76%;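 also: plate controls were DMSO cells for no effect and high antibiotic wells for full effect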
# VEEV TC-83 Vero – inhibitors of VEEV TC-83 cytopathic effect, confirmation, Vero cells (AID 588727). hit rate 0.13% among 350,000. Vero cells, VEEV TC-83 cytopathic effect inhibition; higher % means a stronger effect. one-dose inhibition, % at 20 µM; IC50 in µM for titrated hits; in the data active = a potency from the dose series; inconclusive = inhibition mostly from about 14% at the one dose, without a potency; inactive = the rest, 99 in 100 with inhibition below about 12%; also: strong numbers were not always called active
# Salmonella PhoP GFP – PhoP regulon inhibitors, Salmonella typhi PhoP promoter GFP reporter, confirmatory (AID 1850); Salmonella Typhi PhoP-promoter GFP reporter, fluorescence, 4 h; higher % means a stronger effect; one-dose inhibition, % at 50 µM; IC50 in µM for titrated hits; hit rate 0.33% among 310,000; in the data active = a potency from the dose series; inconclusive = inhibition mostly from about 25% at the one dose, without a potency; inactive = the rest, 99 in 100 with inhibition below about 19%;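 also: 0% = induced wells with vehicle and 100% = uninduced wells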
# VEEV TC-83 Vero 10K pilot screen – further read-out of VEEV TC-83 Vero, marked with its call; inhibition, %; measured here: 10K pilot screen inhibition
# Active calls of the source: *; i = inactive; ? = inconclusive; nt = not tested or not shown.
SMILES,H1N1 NS1A inhibition,M. tuberculosis HTS,M. tuberculosis,VEEV TC-83 Vero,Salmonella PhoP GFP,others
COc1ccc(C(CC(=O)O)n2cnnn2)cc1 (centres undefined),-1%,-4%,-10%,i,9%,
CC1(c2nnc(Cc3ccccc3)o2)CC(c2ccc(OC(F)(F)F)cc2)=NO1 (centres undefined),-1%,-10%,25%,i,4%,
COc1ccc(N(CC(=O)Nc2ccccc2C(=O)N2CCCC2)S(C)(=O)=O)cc1,-4%,-7%,0%,0.9%,9%,
Cc1ccc(-n2nc(N)c3c(=O)oc(N(C)C)nc32)cc1,2%,-20%,31%,2.6%,3%,
Cc1nc(SCCO)c2oc3ccccc3c2n1,0%,-5%,16%,0.2%,9%,
CN(Cc1ccccc1)C(=O)COC(=O)c1ccc(Cl)cc1N,-4%,-6%,37%,1.5%,5%,
CC(=O)Nc1ccc(C(=O)/C=C/c2ccco2)cc1,-2%,7%,-8%,0.3%,12%,
CCC(C)NC(=O)C1CC(=O)N(CCc2ccc(F)cc2)C1 (centres undefined),-1%,4%,18%,i,-8%,
COc1ccc(C2CC(=O)Oc3c(C(CCN4CCCCC4)c4ccc(N(C)C)cc4)c(OC)cc(OC)c32)cc1 (centres undefined),18µM*,-1%,18%,i,11%,
CCOc1ccc(CCNC(=O)COC(=O)Cc2ccc(OC)c(OC)c2)cc1OCC,-8%,-4%,0%,4.6%,4%,
COc1cccc(CC2(CO)CCN(Cc3cn(C)nc3C)CC2)c1,-1%,-3%,-8%,i,-1%,
O=C(c1ccc(Cl)cc1)C1CCCN(Cc2cccc3ncccc23)C1 (centres undefined),-3%,12%,54%,5.0%,4%,
N#Cc1ncc(-c2ccc3c(c2)OCCOCCOCCOCCOCCO3)nc1C#N,-6%,?,?,0.0%,21%,
COc1ccccc1CN(Cc1ccco1)S(=O)(=O)c1ccc(-n2cnnn2)c(OC)c1,-1%,-1%,15%,0.5%,4%,
Cc1cccc(OCC(=O)NCC(=O)N=Nc2c(O)[nH]c3ccc([N+](=O)[O-])cc23)c1,-7%,4%,0%,3.2%,14%,
COc1ccccc1N(CC(=O)NCCc1ccccc1)C(=O)CCC(=O)Nc1nccs1,-8%,-5%,4%,1.6%,-1%,
COCCN(C(=O)Cc1cccs1)C(C(=O)NCc1ccc(OC)cc1)c1ccc(C(C)C)cc1 (centres undefined),-1%,15%,24%,4.2%,-11%,
O=C1C2=C(c3ccccc31)[N+](=O)[C@@H]1CCCC[C@@H]1N2[O-],-1%,-3%,3%,2.0%,-9%,
COC(=O)/C=C1/S/C(=N/NC(=O)c2ccccc2C)NC1=O,0%,-8%,-11%,1.2%,14%,
CC(C)CN1CC(C(=O)O)CC1=O (centres undefined),-3%,-7%,71%,i,2%,
O=C(Nc1ccc(Br)cc1)C1CCCC1,6%,-3%,77%,i,-2%,
COc1cc(/C=C2/SC(=S)N(Cc3ccccc3)C2=O)cc(OC)c1O,14%,0%,2%,7.0%,-1%,
Cc1ccnc(N=O)c1,20%,nt,nt,1.3%,nt,
O=C(O)C1CSC(c2ccco2)N1 (centres undefined),-7%,-4%,-13%,1.0%,6%,
Cc1cccc(NC(=O)CCN2CCN(C)CC2)c1,2%,-1%,9%,1.6%,-4%,

# Ordered by molecular weight (high to low): five of the compounds above.
SMILES,H1N1 NS1A inhibition,M. tuberculosis HTS,M. tuberculosis,VEEV TC-83 Vero,Salmonella PhoP GFP,others
COc1ccc(C2CC(=O)Oc3c(C(CCN4CCCCC4)c4ccc(N(C)C)cc4)c(OC)cc(OC)c32)cc1 (centres undefined),18µM*,-1%,18%,i,11%,
CCOc1ccc(CCNC(=O)COC(=O)Cc2ccc(OC)c(OC)c2)cc1OCC,-8%,-4%,0%,4.6%,4%,
O=C(Nc1ccc(Br)cc1)C1CCCC1,6%,-3%,77%,i,-2%,
Cc1nc(SCCO)c2oc3ccccc3c2n1,0%,-5%,16%,0.2%,9%,
O=C(O)C1CSC(c2ccco2)N1 (centres undefined),-7%,-4%,-13%,1.0%,6%,

# The main list resumes, repeating the 6 entries before the break.
SMILES,H1N1 NS1A inhibition,M. tuberculosis HTS,M. tuberculosis,VEEV TC-83 Vero,Salmonella PhoP GFP,others
CC(C)CN1CC(C(=O)O)CC1=O (centres undefined),-3%,-7%,71%,i,2%,
O=C(Nc1ccc(Br)cc1)C1CCCC1,6%,-3%,77%,i,-2%,
COc1cc(/C=C2/SC(=S)N(Cc3ccccc3)C2=O)cc(OC)c1O,14%,0%,2%,7.0%,-1%,
Cc1ccnc(N=O)c1,20%,nt,nt,1.3%,nt,
O=C(O)C1CSC(c2ccco2)N1 (centres undefined),-7%,-4%,-13%,1.0%,6%,
Cc1cccc(NC(=O)CCN2CCN(C)CC2)c1,2%,-1%,9%,1.6%,-4%,
CC1(C)CC(=O)C2=C(C1)N(c1ncn[nH]1)C(N)=C(C#N)C2c1ccccc1 (centres undefined),-4%,-3%,-3%,0.5%,-4%,
O=C(O)c1ccc(Oc2ccc(C(F)(F)F)cn2)cc1,2%,-5%,-3%,0.1%,11%,
O=C(NCC(=O)N1CCN(c2ccccc2)CC1)c1ccc(Cl)cc1,0%,-2%,-5%,0.7%,-13%,
COC(=O)c1nn(-c2ccccc2)c(Cl)c1/C=N/O,-5%,0%,-6%,9.1%,-2%,
O=C(CNC(=S)N(Cc1ccccc1F)C1CCCCC1)NC1CC1,-1%,-2%,12%,i,-10%,
CCCCSc1cc(=O)[nH]c(N)n1,-3%,-2%,4%,6.0%,13%,
Cc1ccc2c(c1)c1c(n2C)C(C(N)=O)CCC1 (centres undefined),1%,-14%,4%,i,7%,
O=C1CCCCC1c1cccc2ccccc12 (centres undefined),-2%,5%,27%,1.3%,-7%,
O=c1[nH]c2ccc(S(=O)(=O)NCCO)cc2[nH]1,0%,-3%,-14%,0.7%,8%,
O=C(COC(=O)c1cncc(Br)c1)NCCC1=CCCCC1,3%,-1%,63%,1.1%,-4%,
CC[C@@]1(C(=O)OC)N[C@H](CN(C)C(=O)C2CCCCC2)[C@@H]2C(=O)N(Cc3ccccc3)C(=O)[C@@H]21,-2%,-9%,9%,i,nt,
Cc1ccnc(NC(=O)Nc2ccc3c(c2)N(C)C(=O)CS3)c1,3%,-2%,-24%,10%,-4%,
Cc1cc(C)c(C#N)c(SCc2ccccc2)n1,-28%,-10%,-12%,3.7%,0%,
CCc1nnc(NC(=O)C2(C)COC(c3ccc(OC)cc3)OC2)s1 (centres undefined),-1%,6%,-1%,0.1%,-19%,
CC(C)C(=O)OC/C(O)=C(\C#N)c1nc2ccccc2[nH]1,-20%,60%,10%,3.5%,4%,
Cc1cccc(-n2cc(-c3ccccc3)c3c(NN4CCOCC4)ncnc32)c1,20%,62%,44%,0.9%,15%,
COc1cc(NC(=O)c2cccc3c2C(=O)N(C2CCCCC2)C3)cc(OC)c1OC,4%,?,48%,5.0%,-18%,
COc1ccc(N(CC(=O)NCCSc2ccccc2)S(=O)(=O)c2ccccc2)cc1,9%,19%,17%,6.7%,-7%,
COc1ccccc1NC(=O)CCC(=O)OC(C)C(=O)c1ccccc1 (centres undefined),-4%,-3%,-10%,2.5%,-11%,
CC(=O)N1CCCN(Cc2cn(-c3ccc(C)cc3)nc2-c2ccc(F)cc2)CC1,-2%,-2%,32%,0.7%,7%,
N#Cc1c(-c2ccccc2Cl)cc(-c2ccccc2)[nH]c1=S,nt,0%,9%,nt,1%,
CCCC(C)NC(C)C(=O)NC1CCCC1 (centres undefined),-7%,-3%,-9%,0.5%,-5%,
CC1CCCCN1CCCNC(=O)CCCN1C(=O)c2cccnc2Sc2ccccc21 (centres undefined),3%,-3%,-4%,3.0%,7%,
Cc1cc(C)nc(/N=C(\N)Nc2ccc(C)c([N+](=O)[O-])c2)n1,-2%,4%,-9%,i,5%,
COc1ccccc1NC(=O)N(Cc1ccccc1)c1ccccn1,5%,4%,18%,7.6%,-16%,

# 2 compounds drawn at random from those above:
SMILES,H1N1 NS1A inhibition,M. tuberculosis HTS,M. tuberculosis,VEEV TC-83 Vero,Salmonella PhoP GFP,others
CC1CCCCN1CCCNC(=O)CCCN1C(=O)c2cccnc2Sc2ccccc21 (centres undefined),3%,-3%,-4%,3.0%,7%,
Cc1nc(SCCO)c2oc3ccccc3c2n1,0%,-5%,16%,0.2%,9%,

# (listing goes on)
SMILES,H1N1 NS1A inhibition,M. tuberculosis HTS,M. tuberculosis,VEEV TC-83 Vero,Salmonella PhoP GFP,others
O=C(N/N=C/c1cc(Cl)cc([N+](=O)[O-])c1O)C1CC1,-18%,-6%,78%,11%,106µM*,
CN1CCSc2ccc(C(=O)NCc3cccc(F)c3)cc21,-2%,-5%,13%,2.4%,-18%,
O=C(CCNS(=O)(=O)c1ccccc1F)N1CCN(C(c2ccccc2)c2ccccc2)CC1,-6%,50%,9%,5.6%,-2%,
O=S(=O)(c1ccc2nc(N3CCN(c4ccccc4F)CC3)ccc2c1)N1CCCCC1,1%,6%,7%,2.0%,10%,
Cc1ccc(S(=O)(=O)CC(=O)Nc2sc(C)c(C)c2C(N)=O)cc1,-10%,-4%,3%,2.0%,3%,
CCOC(=O)C1CCN(C(=O)COC(=O)COc2ccc(Cl)cc2)CC1,-1%,-4%,27%,1.2%,-7%,
O=c1ccc(NS(=O)(=O)c2ccccc2Cl)cn1Cc1ccc(Cl)c(Cl)c1,8%,1%,-8%,1.0%,-7%,
CC(C)Cn1nc(C(=O)OCC(=O)NCC(F)(F)F)c2ccccc2c1=O,-6%,-1%,-8%,1.9%,5%,
O=C(Cc1c(F)cccc1Cl)N/N=C/c1cccnc1,20%,5%,-23%,1.2%,-10%,
COc1ccc(-c2ccc(CCC(=O)O)n2NC(=O)c2cccs2)cc1,-1%,12%,10%,0.3%,-6%,
CCCCn1c(N)c(N(CCOC)C(=O)COc2ccc(Cl)cc2)c(=O)[nH]c1=O,7%,-2%,2%,0.7%,-6%,
CCC(C)c1ccc(O)c(NC(=O)c2cccnc2)c1 (centres undefined),1%,1%,nt,1.2%,-8%,
CN1CCc2c(sc(N)c2C(N)=O)C1,8%,-8%,-2%,4.5%,-5%,
CC1CCCCN1C(=O)c1ccc(N2CC3CC(C2)c2cccc(=O)n2C3)c([N+](=O)[O-])c1 (centres undefined),8%,-6%,-12%,0.8%,-7%,
Cc1ccccc1NC(=O)CCC(=O)OCC(=O)c1cccc([N+](=O)[O-])c1,2%,-8%,3%,0.4%,-10%,
Cc1oc(-c2cccc(Cl)c2)nc1CN(C)C1CCOC1 (centres undefined),-67%,-2%,-15%,i,-7%,
Oc1ccc(Cl)cc1C1=Nc2ccccc2N=C(c2ccco2)C1,-6%,10%,9%,i,-1%,
Cc1cc(=O)n2[nH]c(-c3ccc(C(C)(C)C)cc3)cc2n1,-12%,13%,42%,9.2%,4%,
COc1cc(C2NC(=O)CS2)cc(OC)c1OC (centres undefined),-5%,-10%,-4%,0.1%,-1%,
Cc1ccc(-c2c(C(=O)N/N=C/c3ccoc3)nnn2-c2nonc2N)cc1,9%,6%,5%,1.5%,12%,
COC(=O)c1cn(CC(=O)NCc2cccs2)c2ccccc12,-4%,-11%,-2%,0.8%,1%,
Cc1cc(C(F)(F)F)nc(SCC(=O)Nc2c(C)n(C)n(-c3ccccc3)c2=O)n1,3%,-5%,4%,2.6%,5%,
CCN(CC(=O)Nc1ccc2c(c1)OCCO2)S(=O)(=O)c1ccc(C)cc1,21%,-5%,7%,0.5%,-3%,VEEV TC-83 Vero 10K pilot screen=2.7
Cc1cccc(N2C(=O)NC(=O)/C(=C\c3cccn3-c3ccc(Cl)cc3)C2=O)c1,2%,4%,3%,21%,-12%,
CC(C)(C)C(=O)CN1CCN(S(=O)(=O)c2ccc(F)cc2)CC1,-3%,2%,-8%,1.0%,13%,
CC(C)(C)c1ccc(S(=O)(=O)N2CCN(CC(=O)NC(=O)NC3CCCCC3)CC2)cc1,-2%,28%,6%,1.0%,2%,
O=C(Cn1nc(-c2ccc(N3CCOCC3)c([N+](=O)[O-])c2)c2ccccc2c1=O)N1CCCCC1,4%,-1%,10%,3.7%,-12%,
O=C(CN1C(=O)NC(Cc2ccccc2)C1=O)Nc1ccc(F)c(F)c1F (centres undefined),-6%,-1%,13%,2.2%,nt,

# Screening results as filed in PubChem BioAssay.
